High-throughput results as filed in PubChem.
GPR151 activ = activators of human GPR151, primary screen, cell-based, PathHunter beta-arrestin, luminescence | activation, % at 11.2 µM | G-protein coupled receptor 151 (Homo sapiens), Q8TDV0 | hit rate 1% among 650,000 | PathHunter beta-arrestin GPR151 cells; in the data active = activation above about 4.9%;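 also: 0% = median of compound wells and 100% = cells with positive control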
FBW7 act = FBW7 E3 ligase activators, primary screen, biochemical, AlphaScreen, human; hit rate 0.13% among 650,000; AlphaScreen FBW7–phospho-cyclin E peptide binding, activator screen; AID 1259310, 2017; normalized activity (activation), % at 26.1 µM; in the data active = normalized activity above about 1.9%;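 also: purified mutant Fbw7 with reduced substrate affinity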
Target sequence (Q969H0 whole entry, looked up): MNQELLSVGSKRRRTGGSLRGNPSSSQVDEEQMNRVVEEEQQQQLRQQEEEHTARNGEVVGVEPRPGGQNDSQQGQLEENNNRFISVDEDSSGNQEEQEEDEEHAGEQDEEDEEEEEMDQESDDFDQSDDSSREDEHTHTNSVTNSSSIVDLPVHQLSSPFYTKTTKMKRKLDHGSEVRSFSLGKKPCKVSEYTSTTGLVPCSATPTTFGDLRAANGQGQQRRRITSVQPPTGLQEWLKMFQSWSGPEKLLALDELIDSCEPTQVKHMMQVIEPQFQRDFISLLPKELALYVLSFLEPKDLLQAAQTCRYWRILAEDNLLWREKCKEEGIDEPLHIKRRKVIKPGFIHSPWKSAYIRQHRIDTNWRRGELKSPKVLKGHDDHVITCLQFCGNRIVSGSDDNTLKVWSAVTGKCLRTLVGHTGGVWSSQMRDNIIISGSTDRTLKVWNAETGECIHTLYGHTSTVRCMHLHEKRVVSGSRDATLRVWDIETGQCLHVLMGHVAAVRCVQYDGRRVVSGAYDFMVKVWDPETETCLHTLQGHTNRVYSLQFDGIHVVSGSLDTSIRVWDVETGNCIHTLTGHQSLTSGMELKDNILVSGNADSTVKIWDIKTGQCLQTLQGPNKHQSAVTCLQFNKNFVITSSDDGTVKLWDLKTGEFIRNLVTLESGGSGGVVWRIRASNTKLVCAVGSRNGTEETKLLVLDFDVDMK
TEAD-YAP block = TEAD-YAP interaction inhibition, primary screen, TEAD-YAP interaction inhibitor project, luminescence, HEK-TIYL cells. TEAD-Gal4/YAP UAS-luciferase luminescence. hit rate 1.4% among 640,000. inhibition, % at 9.12 µM. AID 1259422, 2018; in the data active = inhibition above about 32%;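 also: 0% = median of test compound wells and 100% = reference inhibitor wells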
MITF inh = MITF inhibitors, primary screen, biochemical, AlphaScreen, human; Microphthalmia-associated transcription factor (Homo sapiens), O75030; AlphaScreen MITF homodimerization, bead proximity signal; inhibition, % at 2.6 µM; hit rate 0.91% among 650,000; AID 1259374, 2018; in the data active = inhibition above about 50%;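 also: 0% = vehicle wells with protein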
The depositor's hits bear a star.

Start of the data: the first 6 entries, ahead of the listing:
Screening CC(=O)Nc1ccccc1NC(=O)c1ccc(F)cc1 returned GPR151 activ -0.7, FBW7 act 0.2, TEAD-YAP block 8 and MITF inh 15.
For COC(CNC(=O)CSc1c2c(nc3ccc(Cl)cc13)CCCC2)OC the results were GPR151 activ -0.4, FBW7 act 0.0, TEAD-YAP block -3 and MITF inh -1.
Screening COc1cc(/C=C2\SC(N)=NC2=O)ccc1O returned GPR151 activ -1.1, FBW7 act 0.3, TEAD-YAP block 18 and MITF inh 11.
O=c1[nH]c(N2CCCC2)nc2c1CN(Cc1ccco1)CC2 was read as GPR151 activ 0.3, FBW7 act -0.2, TEAD-YAP block 15 and MITF inh 0.
Screening N#C/C(=C\c1ccc(N2CCOCC2)c([N+](=O)[O-])c1)c1nc2ccccc2[nH]1 returned GPR151 activ 0.8, FBW7 act 0.2, TEAD-YAP block -17 and MITF inh 18.
Screening O=C1N/C(=C\c2ccc(O)c(Cl)c2)C(=O)N1Cc1ccc(Cl)cc1 returned GPR151 activ 1.8, FBW7 act -0.2, TEAD-YAP block 0 and MITF inh -2.

The whole of this part, repeating the preview:
Screening CC(=O)Nc1ccccc1NC(=O)c1ccc(F)cc1 returned GPR151 activ -0.7, FBW7 act 0.2, TEAD-YAP block 8 and MITF inh 15.
For COC(CNC(=O)CSc1c2c(nc3ccc(Cl)cc13)CCCC2)OC the results were GPR151 activ -0.4, FBW7 act 0.0, TEAD-YAP block -3 and MITF inh -1.
Screening COc1cc(/C=C2\SC(N)=NC2=O)ccc1O returned GPR151 activ -1.1, FBW7 act 0.3, TEAD-YAP block 18 and MITF inh 11.
O=c1[nH]c(N2CCCC2)nc2c1CN(Cc1ccco1)CC2 was read as GPR151 activ 0.3, FBW7 act -0.2, TEAD-YAP block 15 and MITF inh 0.
Screening N#C/C(=C\c1ccc(N2CCOCC2)c([N+](=O)[O-])c1)c1nc2ccccc2[nH]1 returned GPR151 activ 0.8, FBW7 act 0.2, TEAD-YAP block -17 and MITF inh 18.
Screening O=C1N/C(=C\c2ccc(O)c(Cl)c2)C(=O)N1Cc1ccc(Cl)cc1 returned GPR151 activ 1.8, FBW7 act -0.2, TEAD-YAP block 0 and MITF inh -2.
Screening Cc1cc(CN2C(=O)C(C)Oc3ccccc32)no1 (centres undefined) returned GPR151 activ 1.0, FBW7 act 0.3, TEAD-YAP block -3 and MITF inh -16.
`Cc1ccc(CSc2nc3ccsc3c(=O)n2Cc2ccccc2)c(C)c1` gave GPR151 activ -1.8, FBW7 act 0.0, TEAD-YAP block 3 and MITF inh 12.
Screening COc1ccc(C2=NOC(C(=O)Nc3cc(OC)c(OC)c(OC)c3)C2)cc1OC (centres undefined) returned GPR151 activ -0.8, FBW7 act 0.0, TEAD-YAP block -7 and MITF inh -18.
`Cc1nnc(SCC(=O)Nc2cc(Cl)ccc2C#N)s1` gave GPR151 activ -1.1, FBW7 act 0.0, TEAD-YAP block -7 and MITF inh -13.
For O=C(Nc1c(-c2ccccc2)nc2ccc(Cl)cn12)c1ccc(F)cc1 the results were GPR151 activ 0.2, FBW7 act 0.1, TEAD-YAP block -1 and MITF inh 6.
Screening CC(C)(C)C(=O)Nc1ccc(NC(=O)C(C)(C)C)c(Cl)c1 returned GPR151 activ -1.1, FBW7 act 0.2, TEAD-YAP block -21 and MITF inh 12.
`Cc1ccc(C2=NN3C(C2)c2ccccc2OC3c2ccc(OCc3ccccc3)cc2)cc1` (centres undefined) gave GPR151 activ -1.7, FBW7 act -0.1, TEAD-YAP block -18 and MITF inh -19.
O=C1COc2ccc(C(=O)Cn3nnc4sc5c(c4c3=O)CCCC5)cc2N1 was read as GPR151 activ 1.8, FBW7 act 0.3, TEAD-YAP block -6 and MITF inh 11.
Screening Cc1cc(C)nc(NS(=O)(=O)c2ccc(NC(=O)CSc3nc4c(cc3C#N)CCCCC4)cc2)n1 returned GPR151 activ -0.6, FBW7 act 0.2, TEAD-YAP block -8 and MITF inh 4.
`COc1cc(Cl)c(C)cc1NC(=O)Cc1ccccc1[N+](=O)[O-]` gave GPR151 activ 0.8, FBW7 act 0.1, TEAD-YAP block -14 and MITF inh -1.
Screening O=C(NCc1ccccc1)c1ccc(Cl)c(Cl)c1 returned GPR151 activ -0.5, FBW7 act 0.5, TEAD-YAP block -13 and MITF inh 15.
Screening CCCCNc1nc(Cc2ccccc2)nc2sc3c(c12)CCCC3 returned GPR151 activ 0.6, FBW7 act -0.2, TEAD-YAP block -13 and MITF inh 5.
`Cc1cccc(Nc2cc(C)nc3nnnn23)c1` gave GPR151 activ 0.6, FBW7 act 0.3, TEAD-YAP block 1 and MITF inh 22.
Cc1ccc(N2C(=O)c3cccc4cc([N+](=O)[O-])cc(c34)C2=O)cc1 was read as GPR151 activ -1.2, FBW7 act 0.3, TEAD-YAP block 3 and MITF inh 19.
Screening O=C(CCc1ccccc1)Nc1nnc2n1CCCS2 returned GPR151 activ -0.4, FBW7 act -0.1, TEAD-YAP block -1 and MITF inh -2.
`COc1ccc(C(=O)/C=C\Nc2ccc([N+](=O)[O-])cc2)cc1OC` gave GPR151 activ -0.3, FBW7 act 0.2, TEAD-YAP block 8 and MITF inh 2.
For COc1ccc(Nc2nnc(-c3cc4ccc(O)cc4oc3=O)s2)cc1OC the results were GPR151 activ 0.5, FBW7 act 0.8, TEAD-YAP block 14 and MITF inh 10.
Screening COCC1=C(C(=O)OC)C(c2ccc(Cl)cc2)NC(=S)N1 (centres undefined) returned GPR151 activ -0.2, FBW7 act -0.1, TEAD-YAP block 9 and MITF inh -6.
COc1cccc(NC(=O)CN2CCC3(CC2)CC(=O)c2cc(O)ccc2O3)c1 was read as GPR151 activ -0.6, FBW7 act 0.1, TEAD-YAP block 7 and MITF inh -20.
COc1ccc(Cl)cc1Nc1nc(-c2c(C)nc3ncccn23)cs1 was read as GPR151 activ -0.4, FBW7 act 0.3, TEAD-YAP block 0 and MITF inh 4.
`COCCN(C(=O)Cc1cccc(OC)c1)c1nnc(-c2cccnc2)s1` gave GPR151 activ -0.7, FBW7 act 0.5, TEAD-YAP block -14 and MITF inh 5.
`COc1ccc(C[C@@H]2NC(=O)[C@@H]3C[C@H](NCc4cccc5cccnc45)CN3C2=O)cc1` gave GPR151 activ 0.2, FBW7 act 0.0, TEAD-YAP block 6 and MITF inh 9.
C=CCN1C(=O)CC(C(=O)OC)C12CCN(C1CCN(C(=O)OCC)CC1)CC2 (centres undefined) was read as GPR151 activ 13*, FBW7 act 0.2, TEAD-YAP block 1 and MITF inh -15.
Screening O=C(NCCCc1ccccc1)c1cc(-c2ccccc2Cl)nc2ccccc12 returned GPR151 activ 0.4, FBW7 act 0.3, TEAD-YAP block 9 and MITF inh 5.
Cc1cc(C)n(-c2ncc([N+](=O)[O-])cc2[N+](=O)[O-])n1 was read as GPR151 activ 0.3, FBW7 act -0.1, TEAD-YAP block -6 and MITF inh 6.
`Cc1ccc2nc(-c3ccc(NC(=O)COc4ccc(Cl)cc4C)cc3)sc2c1` gave GPR151 activ -1.3, FBW7 act 0.8, TEAD-YAP block -7 and MITF inh 10.
Screening NC1=NC(=O)C(Cc2ccccc2Cl)S1 (centres undefined) returned GPR151 activ 1.5, FBW7 act -0.3, TEAD-YAP block 12 and MITF inh 5.
For Cc1cc2cc(CN(Cc3cccnc3)C(=O)N(C)C)c(Cl)nc2cc1C the results were GPR151 activ -1.5, FBW7 act 0.2, TEAD-YAP block 2 and MITF inh 29.
For CN(C)CCOc1cc(-c2cn[nH]c2)ccc1NC(=O)C1COc2ccc(C(=O)NCCc3cnc[nH]3)cc2C1 (centres undefined) the results were GPR151 activ -0.2, FBW7 act -0.4, TEAD-YAP block -2 and MITF inh 22.
For Cc1cccc(NC(=O)CN(c2cccc(Br)c2)S(C)(=O)=O)c1C the results were GPR151 activ 0.0, FBW7 act -0.1, TEAD-YAP block -2 and MITF inh 10.
`O=C(NC1CCCCC1)c1ccc2c(c1)N(Cc1cccc(Cl)c1)C(=O)CS2` gave GPR151 activ -0.5, FBW7 act -0.2, TEAD-YAP block -1 and MITF inh 1.
Screening Cc1ccc(C)c(C(=O)NCC(C)C)c1 returned GPR151 activ -0.1, FBW7 act 0.8, TEAD-YAP block 4 and MITF inh 17.
Screening O=C(c1ccccc1)N1CCN=C1SCc1ccc([N+](=O)[O-])cc1 returned GPR151 activ 0.5, FBW7 act 0.2, TEAD-YAP block -6 and MITF inh 3.
For CCOc1ccc(Br)cc1C1C(C#N)=C(N)Oc2cc(C)oc(=O)c21 (centres undefined) the results were GPR151 activ -0.8, FBW7 act 0.1, TEAD-YAP block 2 and MITF inh 2.
For COc1ccc(S(=O)(=O)Nc2ccc3ccccc3c2)cc1Cl the results were GPR151 activ -0.2, FBW7 act 0.6, TEAD-YAP block 12 and MITF inh -2.
CSc1nc(C)c(C(=O)C[n+]2ccccc2C)cc1C#N was read as GPR151 activ 0.0, FBW7 act 0.0, TEAD-YAP block 0 and MITF inh 3.
CCSc1ccccc1C(=O)Nc1nc2c(OC)ccc(Cl)c2s1 was read as GPR151 activ -1.2, FBW7 act 0.0, TEAD-YAP block -3 and MITF inh 4.
`CC1CC(C)CN(S(=O)(=O)c2ccc(C(=O)Nc3nc(-c4ccccc4)cs3)cc2)C1` (centres undefined) gave GPR151 activ 1.2, FBW7 act -0.2, TEAD-YAP block -3 and MITF inh -9.
COC(=O)C1=C(C)Nc2[nH]c(=O)[nH]c(=O)c2C1c1ccccc1OC(F)F (centres undefined) was read as GPR151 activ -1.7, FBW7 act 0.3, TEAD-YAP block 2 and MITF inh 7.
Screening C=C(C)Cn1c(N2CCCC2)nc2c1c(=O)[nH]c(=O)n2C returned GPR151 activ -1.1, FBW7 act -0.1, TEAD-YAP block 9 and MITF inh 41.
Screening O=C(c1cnc(N2CCN(c3ncccn3)CC2)c2ccccc12)N1CCN(c2ccccc2F)CC1 returned GPR151 activ 0.1, FBW7 act 0.5, TEAD-YAP block 3 and MITF inh 4.
COc1cccc(/C=N\NC(=O)CCn2cnc3ccccc32)c1O was read as GPR151 activ -0.2, FBW7 act -0.1, TEAD-YAP block 7 and MITF inh -2.
For CCCCC1=NN2C(=N)/C(=C/c3cccs3)C(=O)N=C2S1 the results were GPR151 activ -1.7, FBW7 act 0.1, TEAD-YAP block 7 and MITF inh 15.
Screening Cc1ccc(NC(=O)/C(=C\c2ccc([N+](=O)[O-])o2)NC(=O)c2cccc(Br)c2)cc1 returned GPR151 activ 0.2, FBW7 act 0.2, TEAD-YAP block -9 and MITF inh 19.
For N#CC1(C#N)[C@@H]2C=Cc3ccccc3N2[C@@H](C(=O)c2ccccc2)[C@@H]1c1cccs1 the results were GPR151 activ -0.4, FBW7 act -0.1, TEAD-YAP block -4 and MITF inh 17.
For Cc1ccnc(NS(=O)(=O)c2ccc(N=Cc3c(O)[nH]c(=O)[nH]c3=O)cc2)n1 the results were GPR151 activ -0.7, FBW7 act -0.4, TEAD-YAP block 3 and MITF inh 10.
Screening Cc1cc(=NS(=O)(=O)c2ccccc2Cl)cc(C)o1 returned GPR151 activ 1.0, FBW7 act -0.2, TEAD-YAP block -2 and MITF inh 9.
COC(=O)c1ccccc1NC(=O)c1oc(C)nc1C was read as GPR151 activ 1.6, FBW7 act 0.0, TEAD-YAP block -9 and MITF inh -5.
Cc1ccc(OC(=O)c2ccc(N3C(=O)c4ccccc4C3=O)cc2)cc1C was read as GPR151 activ 1.0, FBW7 act -0.1, TEAD-YAP block -1 and MITF inh -2.
CC(=O)Nc1cc(-c2nc3cc(C(C)C)ccc3o2)ccc1Cl was read as GPR151 activ -0.2, FBW7 act 0.1, TEAD-YAP block -36 and MITF inh 0.
`COc1cccc(CNC(=O)CCn2cccc2)c1` gave GPR151 activ -0.1, FBW7 act -0.2, TEAD-YAP block 0 and MITF inh 3.
For Nc1c(C(=O)Nc2ccc(Br)cc2)sc2nc3c(cc12)C(=O)CCC3 the results were GPR151 activ 1.5, FBW7 act -0.1, TEAD-YAP block -5 and MITF inh -8.
For C=CCn1c(P(C)(=O)O)nc2ccccc21 the results were GPR151 activ 0.3, FBW7 act 0.5, TEAD-YAP block -3 and MITF inh 9.
For COc1ccccc1C(=O)N1CCN(c2ccc([N+](=O)[O-])c(N3CCCCC3)c2)CC1 the results were GPR151 activ -1.3, FBW7 act 0.8, TEAD-YAP block 9 and MITF inh 12.
For Cc1ccc2nc(C(=O)N3CCCC(N(C)CCc4ccccc4)C3)cn2c1 (centres undefined) the results were GPR151 activ 2.7, FBW7 act 0.1, TEAD-YAP block -4 and MITF inh 5.
O=C(Nc1c(-c2ccccc2)c2cc(Br)ccc2[nH]c1=O)c1ccccc1Cl was read as GPR151 activ -0.6, FBW7 act 0.1, TEAD-YAP block 10 and MITF inh 11.
